RXFP1 ag = qHTS Assay for Agonists of the Relaxin Receptor RXFP1 | AID 2676, 2010 | Relaxin receptor 1 (Homo sapiens), Q9HBX9 | HEK293T-RXFP1 cAMP TR-FRET, 30 min; response scale: percent of porcine relaxin response, buffer zero | 0.3% of 370,000 active | Potency, µM (doses to about 57.5 µM), for inactives: at the highest dose activation, actives largely listed as activators; also: potency is read from the fitted curve at half-maximal effect; % is scaled to controls: 0 for no effect and ±100 for the full control effect; nearly all actives have a fitted effect of over 60% in size; many of its hits are not listed in these tables
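HEK293T cells stably expressing RXFP1 were pretreated with the PDE4 inhibitor Ro 20174, exposed to compounds for 30 min at 37C, lysed, and cAMP was read by TR-FRET. Data normalized to buffer (basal) and 29 nM porcine relaxin (100%).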
D2 PAM = HTS Assay for Positive Allosteric Modulators of the Human D2 Dopamine Receptor: Primary Screen for Potentiators. HEK293 T-REx D2, calcium flux, EC20 dopamine potentiation. 0.34% of 340,000 active. potentiation, % at 10 µM. D(2) dopamine receptor (Homo sapiens), P14416;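 active = potentiation over 3 SD above the plate norm, cut at about 30% in these data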; also: 0% is about no effect
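Primary screen. Calcium kinetics in induced HEK293 T-REx D2 cells: compound pre-addition 180 s, EC20 dopamine, 180 s more.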
D1 PAM = Potentiators of Human D1 Dopamine Receptor: qHTS. D(1A) dopamine receptor (Homo sapiens), P21728. HEK293 TREx D1 cells, calcium flux, dopamine EC20 potentiation. potentiation, % at 10 µM. 0.036% of 360,000 active; in the data active = potentiation above about 30%; also: 0% is about no effect
Target sequence (P21728 whole entry, looked up): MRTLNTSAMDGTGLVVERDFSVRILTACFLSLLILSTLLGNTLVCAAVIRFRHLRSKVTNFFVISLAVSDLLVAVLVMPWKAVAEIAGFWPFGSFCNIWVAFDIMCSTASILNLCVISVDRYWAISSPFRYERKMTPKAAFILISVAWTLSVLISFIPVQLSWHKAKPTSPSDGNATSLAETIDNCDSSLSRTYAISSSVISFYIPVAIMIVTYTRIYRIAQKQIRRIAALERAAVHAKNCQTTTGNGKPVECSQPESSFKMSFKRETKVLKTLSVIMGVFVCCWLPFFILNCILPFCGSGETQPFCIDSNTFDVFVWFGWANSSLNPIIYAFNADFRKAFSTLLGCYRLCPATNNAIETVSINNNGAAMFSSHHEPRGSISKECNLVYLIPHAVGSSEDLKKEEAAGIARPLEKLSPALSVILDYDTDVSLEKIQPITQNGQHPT
D1 agonist = Allosteric Agonists of the Human D1 Dopamine Receptor: qHTS | activation, % at 2 µM | 1% of 360,000 active | AID 504660, 2011 | HEK293 T-REx D1 cells, calcium flux, agonist mode; in the data active = activation above about 30%; also: 0% is about no effect
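Tetracycline-induced HEK293 TREx D1 cells, force-coupled to calcium signalling, were dye-loaded with a no-wash calcium kit. Compound was pin-added after a 10 s baseline. Fluorescence was read kinetically at 1 cycle/s for 180 s, with calcium rises flagged as agonism.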
Vif-APOBEC3F blk = qHTS for Inhibitors of Vif-A3F Interactions: qHTS; HeLa A3F-eYFP + Vif (tagged APOBEC3F with the HIV-1 protein that degrades it), YFP fluorescence increase; Potency, µM (titrated, usually from 46.1 µM), for inactives: top-dose activity, negative = active; 0.2% of 390,000 active; AID 602313, 2012; also: potency is read from the fitted curve at half-maximal effect; % of control where 0% means no effect; nearly all actives have a fitted effect of over 65% in size
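HeLa cells stably expressing Vif plus C-terminally eYFP-tagged A3F were seeded, incubated overnight at 37 deg C, dosed with compound, incubated overnight again at 37 deg C. Yellow fluorescence (Ex 488/Em 500-530) reported blocked Vif-mediated A3F-eYFP degradation.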
Vif-A3G inh = qHTS for Inhibitors of Vif-A3G Interactions: qHTS; DNA dC->dU-editing enzyme APOBEC-3G (Homo sapiens), Q9HC16; HeLa A3G-eYFP + Vif (tagged APOBEC3G with the HIV-1 protein that degrades it), YFP fluorescence, overnight; Potency, µM (titrated, usually from 46.1 µM), for inactives: at the top dose activity, negative = active, most hits filed as inhibitors; 0.076% of 410,000 active; AID 602310, 2012;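 also: potency is read from the fitted curve at half-maximal effect; % is scaled to controls: 0 for no effect and ±100 for the full control effect; nearly all actives have a fitted effect of over 60% in size; hits raise eYFP signal because A3G escapes Vif-driven loss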
Target sequence (Q9HC16 whole entry, looked up): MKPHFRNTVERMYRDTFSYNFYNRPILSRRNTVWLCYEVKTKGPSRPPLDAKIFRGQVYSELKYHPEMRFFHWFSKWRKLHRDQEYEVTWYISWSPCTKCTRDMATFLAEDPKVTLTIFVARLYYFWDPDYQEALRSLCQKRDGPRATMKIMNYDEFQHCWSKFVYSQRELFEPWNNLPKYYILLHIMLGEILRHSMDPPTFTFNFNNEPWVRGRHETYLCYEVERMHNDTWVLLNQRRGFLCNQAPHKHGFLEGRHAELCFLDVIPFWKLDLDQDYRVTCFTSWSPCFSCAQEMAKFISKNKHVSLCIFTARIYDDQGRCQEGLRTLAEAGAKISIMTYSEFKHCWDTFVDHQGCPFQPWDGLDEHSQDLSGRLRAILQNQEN
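HeLa cells stably expressing Vif and C-terminally eYFP-tagged A3G, seeded overnight at 37 deg C, then exposed to compound by pintool overnight at 37 deg C. Rise in yellow fluorescence (Ex 488/Em 500-530, Acumen) marks blocked Vif-driven A3G degradation.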
D1 antag = Antagonist of Human D 1 Dopamine Receptor: qHTS | D(1A) dopamine receptor (Homo sapiens), P21728 | HEK293 TREx D1 cells, calcium flux, dopamine EC80; stronger effect = lower value | activity change, negative = inhibition, % at 10 µM | 3.2% of 360,000 active; in the data active = activity change below about -30%; also: % is scaled to controls: 0 for no effect and ±100 for the full control effect
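Compound effects on dopamine-evoked calcium signalling were measured in tetracycline-induced HEK293 Trex D1 cells. Dopamine at EC80 followed a 180 s compound pre-read, and fluorescence was tracked kinetically for 180 s more.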
Glioma ERSR ind = qHTS for Inducers of the Endoplasmic Reticulum Stress Response (ERSR) in Human Glioma: qHTS; U87-MG GRP78 promoter luciferase reporter, 16 h; Potency, µM, for the others: at the top dose activation, hits mostly activators; 0.02% of 420,000 active; also: potency is read from the fitted curve at half-maximal effect; series mostly up to about 76 µM; % of control where 0% means no effect; nearly all actives have a fitted effect of over 35% in size
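Stably transfected U87-MG human glioma cells carrying a GRP78-based luminescent sensor were seeded at 1000 cells/well, pin-dosed with compounds and incubated 16 h. Luciferase reagent was then added, and end-point luminescence was read after 10 min at room temperature.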
RXFP1 antagonist = qHTS Assay for Antagonists of the Relaxin Receptor RXFP1; HEK293-RXFP1, relaxin-stimulated cAMP HTRF, 30 min; stronger effect = lower value; activity change, negative = inhibition, % at 57.5 µM; 0.59% of 350,000 active; AID 1259400, 2018;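 active = activity change of -60% or lower, but not beyond a set lower limit; inconclusive = change between -60% and -40%, or beyond the set limit; inactive = change above -40%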; also: % is scaled to controls: 0 for no effect and ±100 for the full control effect
* = called active by the depositor; ? = inconclusive; . = not tested or not shown. Unless noted, calls follow the shape of the dose curve; as a rule, active = well fitted curve in the direction sought with a large enough effect; inconclusive = small, poorly fitted or top-dose-only effect, or another doubt; inactive = no such curve, though single readings can be large; an effect the other way counts as inactive or inconclusive. This is a subset, so the mix of outcomes need not match the whole.

SMILES	RXFP1 ag	D2 PAM	D1 PAM	D1 agonist	Vif-APOBEC3F blk	Vif-A3G inh	D1 antag	Glioma ERSR ind	RXFP1 antagonist
C1=C2C[N+]3(CCCC3)CC2Cc2ccc3ccccc3c21 (stereo not given)	2.2%	1	-2	0	-1%	2%	-23	-5%	3
COc1ccccc1NC(=O)CCCc1c[nH]c2ccccc12	1.9%	6	-7	2	-2%	-2%	-9	-1%	-8
COC(=O)c1ccc(Cl)cc1NC(=O)N1CC(C)Oc2ccccc21 (stereo not given)	-0.7%	6	-2	1	1%	-9%	-14	-2%	-30
CC1Cc2ccccc2N1CC(=O)N(C)c1c(N)n(Cc2ccccc2)c(=O)[nH]c1=O (stereo not given)	0.0%	3	-2	4	-6%	-13%	-8	-3%	-7
Cc1sc2ncnc(SCc3ccc(C(=O)O)cc3)c2c1C	-1.2%	9	-1	3	-1%	-1%	-14	-3%	3
CCOC(=O)C(C)N1C(=O)S/C(=C/c2cc(C)n(-c3ccccn3)c2C)C1=O (stereo not given)	-0.7%	0	-2	1	.	2%	-45*	-7%	-9
Cc1ccc(S(=O)(=O)N(C)C)cc1NC(=O)COC(=O)Cc1ccsc1	0.2%	-8	-5	-2	6%	0%	-1	-2%	-12
COC(=O)[C@@H]1C[C@H]2CC[C@H](O)C[C@H]2N1Cc1ccc(C(F)(F)F)cc1	2.2%	-3	-1	6	-3%	1%	22	3%	.
c1ccc(C[n+]2ccc3ccccc3c2)cc1	.	.	.	.	9%	1%	.	-4%	3
Cc1ccc(C(=O)NCc2ccco2)c(C)c1	0.5%	8	-4	3	-11%	-2%	-23	4%	-6
Cc1ccc(OC(=O)c2cc(C)nn2C(C)(C)C)cc1	3.5%	12	-5	1	-5%	0%	7	-2%	-14
CCOC(=O)C1CCCN(C(=O)c2cc(Cl)ccc2NC(=O)C2=C(C)OCCS2)C1 (stereo not given)	-1.9%	-2	0	0	-21%	1%	-6	0%	10
COc1cc(/C=C/C(=O)NCCc2ccc(S(N)(=O)=O)cc2)ccc1OCC#N	0.0%	-9	-9	0	9%	-2%	-8	-4%	-4
CC(=O)N1CCc2c(sc3c2c(=O)n(CCc2ccccc2)c(=O)n3Cc2cccc(C)c2)C1	1.9%	-1	-5	6	6%	-1%	-13	-3%	.
O=C(COc1ccc(F)cc1)OCc1cc(=O)n2nc(C3CC3)sc2n1	6.9%	-16	-4	3	-19%	-3%	-12	2%	.
O=C(Nc1ccc(-c2nnc3n2CCCCC3)cc1)c1ccco1	0.5%	-6	-3	4	2%	2%	-2	-3%	7
CC1CCCN(C(=O)CCNC(=O)Cn2cnc3ccccc3c2=O)C1 (stereo not given)	11%	6	-4	3	10%	8%	6	-3%	-15
O=C(CSc1nnc(SCc2ccc(Cl)cc2)s1)N1CCN(C(=O)c2ccco2)CC1	-1.0%	-7	-3	2	-9%	0%	-22	3%	-8
COc1cc(C)c(Cl)cc1S(=O)(=O)NCc1ccccn1	-0.3%	9	7	8	-5%	4%	14	-3%	-3
CC1CCC(NC(=O)c2ccc3c(c2)N(Cc2ccccc2F)C(=O)c2ccccc2S3(=O)=O)CC1 (stereo not given)	-0.7%	11	0	7	1%	0%	2	1%	.

Record cards, from the list above. Values in the order: RXFP1 ag	D2 PAM	D1 PAM	D1 agonist	Vif-APOBEC3F blk	Vif-A3G inh	D1 antag	Glioma ERSR ind	RXFP1 antagonist
`CC1CCCN(C(=O)CCNC(=O)Cn2cnc3ccccc3c2=O)C1` (stereo not given) in the list: 11%	6	-4	3	10%	8%	6	-3%	-15
`O=C(CSc1nnc(SCc2ccc(Cl)cc2)s1)N1CCN(C(=O)c2ccco2)CC1` in the list: -1.0%	-7	-3	2	-9%	0%	-22	3%	-8

Additional compounds:
SMILES	RXFP1 ag	D2 PAM	D1 PAM	D1 agonist	Vif-APOBEC3F blk	Vif-A3G inh	D1 antag	Glioma ERSR ind	RXFP1 antagonist
CN(C)c1nc(N)nc(CSc2nc3cc(Cl)ccc3o2)n1	0.6%	4	6	-1	3%	-6%	1	4%	7
CCOC(=O)Cc1cn(C(=O)OC(C)(C)C)c2ccccc12	0.8%	5	4	1	-6%	1%	.	-3%	.
CCN(C(=O)COC(=O)/C=C/c1nc2ccccc2s1)c1c(N)n(Cc2ccccc2)c(=O)[nH]c1=O	.	.	.	.	1%	-16%	.	3%	-9
Cc1ccc(N(C(=O)CS(=O)CC(=O)Nc2ccc(F)cc2)C(C(=O)NC2CCCCC2)c2ccco2)cc1 (stereo not given)	-2.2%	8	-3	2	5%	0%	11	-2%	15
CCC(OCC(O)CN1CCN(CCN2C(=O)c3cccc4cccc(c34)C2=O)CC1)c1ccccc1 (stereo not given)	0.7%	7	5	17	-1%	-4%	-23	-1%	-1
CN(CC(=O)Nc1ccccc1Cl)C(=O)COC(=O)/C=C/c1cccc(C(F)(F)F)c1	-0.7%	8	-1	4	1%	0%	9	-5%	-4
O=C(NCC1CC1)c1ccc2c3n(nc2c1)-c1ccccc1CO3	-0.1%	-11	0	-1	-6%	-4%	-5	-9%	.
CC(=O)Nc1ccc(S(=O)(=O)N2CCSC2c2ccc(Cl)cc2)cc1 (stereo not given)	0.0%	-4	-6	9	-6%	1%	-22	-3%	2
Cc1ccc(-n2c(O)c(C=Nc3ccccc3-c3n[nH]c(=S)[nH]c3=O)c3ccccc3c2=O)cc1C	5.0%	-1	2	2	14%	0%	-3	-2%	-37
COC(=O)Cn1c(SCc2ccccc2)nc2ccccc21	2.4%	31*	-11	1	0%	-5%	-29	10%	13
COC(=O)c1ccc(N2OC3(C)C=CC2CC3)cc1 (stereo not given)	0.0%	-1	-2	3	0%	0%	-1	1%	15
O=C(NCCCN1CCCC1)c1ccc2c(Cl)c3c(nc2c1)CCCC3	4.3%	-6	-2	-2	-8%	1%	22	-3%	-9
O=C(CSc1nnc(-c2ccccc2F)o1)N1CCCC1	5.1%	.	-2	1	-5%	-5%	3	0%	4
O=S(=O)(NCc1ccc2c(c1)OCO2)c1ccc2c(c1)oc1ccccc12	1.2%	-8	-4	4	0%	0%	-18	-7%	-10
COc1ccc(OC)c(NC(=O)Nc2cccc(OCc3cc(=O)n4cc(C)ccc4n3)c2)c1	5.4%	-7	0	0	0%	-6%	-4	-1%	-21
COc1ccccc1-n1cnnc1SCC(=O)N1CCN(S(=O)(=O)c2ccccc2)CC1	0.1%	0	-2	0	.	-6%	1	-4%	-16
CC(C)(C)c1ccc(OCCCCCCN2CCNCC2)cc1	.	.	.	.	1%	-17%	.	-3%	-21
CCOc1ccccc1NC(=O)C(=O)CC(=O)c1cccc(OC)c1	0.0%	0	-6	3	16%	2%	-1	0%	0
COc1ccc(OC)c(C(=O)c2coc3ccc(O)c(CN(C)C)c23)c1	-0.3%	7	-6	1	4%	-1%	-5	-3%	-6
CC(C)[C@H](NC(=O)c1c(F)cccc1F)C(=O)N1CCN(c2ccc(F)cc2)CC1	-1.1%	25	-13	5	-5%	0%	-4	-2%	-25
Cc1cccc(Oc2nc3ccccn3c(=O)c2/C=C(\C#N)C(=O)NC2CCS(=O)(=O)C2)c1C (stereo not given)	9.8%	-1	.	2	1%	0%	5	?	-10
O=C(OCCCCN1C(=O)c2ccccc2C1=O)c1ccc(Br)o1	1.7%	-11	2	0	-1%	0%	-18	-5%	2
O=C(NCc1ccc2c(c1)CCN2C(=O)c1ccncc1)c1ccccc1Cl	3.1%	11	-4	11	0%	3%	-28	-1%	-8
Cc1cc(C)n2cc(CSc3nnnn3-c3ccc(Cl)cc3)nc2n1	0.2%	2	-3	2	2%	0%	-4	-2%	-6
Cc1cc(OCC(=O)Nc2nc3c(s2)CCCC3)cc(C)c1Cl	-2.8%	11	1	1	-19%	2%	-2	-1%	5
COc1ccccc1NC(=O)NCCCN1CCN(c2cccc(Cl)c2)CC1	0.8%	-24	-5	10	2%	-1%	-69*	-6%	-13
COc1ccc(CNC(=O)c2ccc3c(Cl)c4c(nc3c2)CCCC4)c(OC)c1	3.2%	4	2	7	1%	2%	6	-3%	.
COc1ccc(CNc2nc(NCc3ccc(OC)cc3)n(C(=O)c3ccccc3[N+](=O)[O-])n2)cc1	-1.9%	10	-3	9	2%	0%	-24	5%	-13
COc1ccc2c(c1)c(=O)oc1c(C)c(OCC(=O)N3CCc4ccccc4C3)ccc12	-2.4%	16	0	2	-5%	2%	2	0%	3
CCN(CC)C(=O)Cn1c(=O)n(CCCCCC(=O)NCc2ccccc2)c(=O)c2sccc21	?	1	0	-1	.	.	7	.	-1
N#Cc1c(NC(=O)c2ccccc2Cl)n(Cc2ccccc2)c2nc3ccccc3nc12	1.0%	8	-4	14	?	?	-16	-4%	-30
COc1ccc(OCC(=O)N2c3ccc(C)cc3C3CN(C)CCC32)cc1 (stereo not given)	-0.9%	-6	-5	-1	-9%	2%	2	-2%	-15
O=C1CN(S(=O)(=O)c2cc(C(=O)O)ccc2Cl)c2ccccc2N1	-0.6%	8	.	7	-7%	2%	-17	-5%	-3
NC(=S)N=Nc1c(O)[nH]c2cc(F)c(F)cc12	0.4%	-3	-3	2	8%	1%	-11	-5%	4
CC(Oc1ccc(Br)cc1)C(=O)N1CCC(C(N)=O)CC1 (stereo not given)	0.3%	5	-5	0	0%	-7%	-10	0%	14
Cc1cccc(NC(=O)CSCC(=O)N(C)CCOc2ccc(Cl)cc2)c1	0.2%	-6	-8	6	6%	-1%	-22	-5%	-15

Bioassay records deposited in PubChem by National Center for Advancing Translational Sciences (NCATS).
